Compound activity deposited in PubChem BioAssay by National Center for Advancing Translational Sciences (NCATS).
GALK inhibitor: blocks human galactokinase activity. P51570. Purified GALK, Kinase-Glo residual ATP luminescence. Potency, µM (top dose mostly 57.5 µM), inactives show at the top dose activity change, negative = inhibition, usual class: inhibitors. 270,000 tested, 0.007% active; note: potency is the fitted concentration of half-maximal effect; % is set by controls: 0 for no effect and ±100 for the full control effect
Target sequence (P51570 whole entry, looked up): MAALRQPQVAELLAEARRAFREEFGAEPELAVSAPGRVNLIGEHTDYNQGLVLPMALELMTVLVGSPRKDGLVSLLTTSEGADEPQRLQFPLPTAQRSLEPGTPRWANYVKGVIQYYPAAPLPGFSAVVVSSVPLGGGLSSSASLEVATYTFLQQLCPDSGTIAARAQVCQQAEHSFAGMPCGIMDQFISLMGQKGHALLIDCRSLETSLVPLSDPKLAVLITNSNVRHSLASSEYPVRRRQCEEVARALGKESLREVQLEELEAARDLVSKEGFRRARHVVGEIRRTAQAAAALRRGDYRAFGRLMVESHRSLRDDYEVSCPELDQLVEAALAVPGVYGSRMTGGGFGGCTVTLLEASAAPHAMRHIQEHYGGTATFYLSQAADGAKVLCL
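Kinase-Glo Plus luminescence measured ATP left after a 1 h room-temperature reaction. The reaction used 5 nM GALK, 100 uM galactose and 35 uM ATP at pH 8.0 (20 mM HEPES, 5 mM MgCl2, 60 mM NaCl, 1 mM DTT, 0.01% BSA).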
Menin-MLL TR inh: displaces Texas Red mutant MLL peptide from human menin | AID 1768 | 270,000 tested, 0.23% active | O00255 | Potency, µM (titrated, usually from 61.6 µM), inactives show top-dose FP activity change, negative = inhibition, hits mostly inhibitors | Menin + Texas Red MLL mutant peptide, fluorescence polarization; active = well fitted inhibition curve with a large enough effect in the polarisation, with a control signal flat, not every such curve was filed as active; inconclusive = small, poorly fitted or top-dose-only effect, or effect the other way, or a change in a side signal; inactive = no such curve, though single readings can be large or run the other way; the % refers to the polarisation; note: potency is the fitted concentration of half-maximal effect; % of control where 0% means no effect; many of its hits are not listed in these tables
BCR signal inh: chronic active BCR signaling inhibition | 340,000 tested, 0.05% active | Potency, µM (series often up to 46.1 µM), for the others: top-dose ratio change, negative = lower green/red ratio, hits mostly inhibitors | ABC-DLBCL IkBa-CBG/CBR reporter, luminescence ratio, 4 h; active = well fitted inhibition curve with a large enough effect in the signal ratio, with a control signal flat, not every such curve was filed as active; inconclusive = small, poorly fitted or top-dose-only effect, or effect the other way, or a change in a side signal; the % refers to the signal ratio;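 note: potency is the fitted concentration of half-maximal effect; plate controls were basal doxycycline-induced cells for no effect and cells given 10 µM MG132 for full effect; MG132 reads +100%, hits lower the ratio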
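Compounds up to 46 uM were incubated four hours with TMD8 cells whose green CBG68 luciferase is fused to IkappaBalpha; red CBR luminescence normalised the signal, and concentration-effect curves were fitted to fusion, red and ratio data.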
TSHR antagonist: antagonists of human thyroid stimulating hormone receptor. TSHR-expressing cells, TSH-stimulated cAMP HTRF, 2 h; active compounds read low. activity change, negative = inhibition, % at 11.5 µM. 330,000 tested, 0.2% active;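 active = activity change below a set negative limit, meaning inhibition stronger than a set level, cut at about -70% in these data; inconclusive = activity change between two set negative limits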; note: % is set by controls: 0 for no effect and ±100 for the full control effect
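Read-out is FRET at 665 nm (cryptate excitation 337 nm) from a cryptate-tagged anti-cAMP antibody, competed by cell cAMP against cAMP-d2. Compounds are tested on freshly harvested TSHR cells challenged with 4nM TSH (EC80) for 2 hours at 37 deg C.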
Eya2 inh: inhibitors of human Eya2 phosphatase activity; Potency, µM (series often up to 76.9 µM), for the others: top-dose activity, negative = inhibition, hits mostly inhibitors; AID 488837; 330,000 tested, 0.006% active; O00167; recombinant Eya2, OMFP fluorescence dephosphorylation (OMFP is methylfluorescein phosphate); note: potency is the fitted concentration of half-maximal effect; % is set by controls: 0 for no effect and ±100 for the full control effect
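Eya2 protein (added as 0.2 uM solution) was preincubated with compound for 10 min at ambient temperature in 50 mM HEPES pH 7.5, 50 mM NaCl, 5 uM MgCl2, 0.05% BSA, 1 mM DTT. OMFP (added at 50 uM) then reacted 10 min; fluorescence read at 485/525 nm.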
S-ASM inh: blocks human secretory acid sphingomyelinase; P17405; placental ASM, HMU-PC fluorogenic substrate, 60 min; Potency, µM (series often up to 57.5 µM), for the others: top-dose activity change, negative = inhibition, actives largely listed as inhibitors; 340,000 tested, 0.006% active; note: potency is the fitted concentration of half-maximal effect
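Human placenta-derived ASM preincubated with compound 10 min at room temperature, then reacted with 9 uM (final) fluorogenic HMU-PC substrate for 60 min at 37 C. Stop solution raises pH to 10; fluorescence read at Ex 386/Em 447 nm.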
USP2a inh: USP2a (human) protease inhibition; USP2 core, Ub-CHOP2 coupled fluorogenic reporter, 485/531; Potency, µM (highest dose often 38.3 µM), inactives show top-dose activity change, negative = inhibition, hits mostly inhibitors; 330,000 tested, 0.01% active;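 note: potency is the fitted concentration of half-maximal effect; plate controls were DMSO wells for no effect and full inhibition by NEM control for full effect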
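Deubiquitinase activity read as fluorescence (485/531 nm) after Ub-CHOP2 cleavage activates the enterokinase reporter on its substrate; USP2 core 10nM, Ub-CHOP2 and substrate 25nM each, 30min compound preincubation then 60min RT; data normalized to NEM, curves fitted.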
PKM2 act: increases activity of human pyruvate kinase M2 | Potency, µM (doses to about 57.5 µM), for inactives: at the highest dose activation, usual class: activators | 260,000 tested, 0.34% active | P14618 | purified PKM2, Kinase-Glo ATP luminescence, activation; response scale: 0% is enzyme alone, no compound; note: potency is the fitted concentration of half-maximal effect; % is set by controls: 0 for no effect and ±100 for the full control effect; nearly all actives have a fitted effect of over 55% in size
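hPK-M2, >95% pure; 0.1 mM ADP / 0.5 mM PEP final; imidazole pH7.2 buffer w/ 7 mM MgCl2, 50 mM KCl; 1 h RT; Kinase-Glo lum. Intermediate enzyme activity for dual inhibitor/activator qHTS.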
Mito fusion yeast: mitochondrial division inhibition or fusion activation; 320,000 tested, 0.23% active; Potency, µM (highest dose often 46.1 µM), for the others: at the top dose growth rescue (activation), actives largely listed as activators; AID 485298; S. cerevisiae fusion-defective mutant growth rescue, CellTiterGlo 48 h;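 note: potency is the fitted concentration of half-maximal effect; % of control where 0% means no effect; nearly all actives have a fitted effect of over 45% in size; temperature-sensitive fusion mutants such as fzo1-1 at 37 °C on non-fermentable ethanol glycerol medium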
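Yeast fusion mutant, YPEG (non-fermentable carbon), compound, 48 h at 37C non-permissive; CellTiterGlo added, 10 min RT, luminescence read. Rescued growth = division inhibition.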
KCNH2 WT inh: KCNH2 (human, wildtype) channel inhibition. AID 720551. activity change, % at 1.84 µM. 340,000 tested, 0.37% active. U2OS, BacMam KCNH2, thallium flux FluxOr; active compounds read low;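 active = maximum activity change below -70%; inconclusive = maximum activity change between -70% and -50%; inactive = maximum activity change above -50%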; note: % is set by controls: 0 for no effect and ±100 for the full control effect
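U2OS cells were transduced with wild-type KCNH2 virus (2.03 x 10^8 / mL) for 4 h at room temperature, then cultured overnight at 37 C. Thallium flux was read with FluxOr dye. Rate constants were normalized to DMSO controls.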
MBNL1 CUG block: inhibitors of human MBNL1 binding to CUG repeat RNA; Q9NR56; TR-FRET MBNL1-His/biotin-(CUG)12 binding, 665/545 ratio; Potency, µM (series often up to 57.5 µM), inactives show at the top dose activity change, negative = inhibition, usual class: inhibitors; 280,000 tested, 0.036% active; active = well fitted inhibition curve with a large enough effect in the signal ratio, with a control signal flat, not every such curve was filed as active; inconclusive = small, poorly fitted or top-dose-only effect, or effect the other way, or a change in a side signal; inactive = no such curve, though single readings can be large or run the other way; the % refers to the signal ratio; note: potency is the fitted concentration of half-maximal effect; % is set by controls: 0 for no effect and ±100 for the full control effect
Target sequence (Q9NR56 whole entry, looked up): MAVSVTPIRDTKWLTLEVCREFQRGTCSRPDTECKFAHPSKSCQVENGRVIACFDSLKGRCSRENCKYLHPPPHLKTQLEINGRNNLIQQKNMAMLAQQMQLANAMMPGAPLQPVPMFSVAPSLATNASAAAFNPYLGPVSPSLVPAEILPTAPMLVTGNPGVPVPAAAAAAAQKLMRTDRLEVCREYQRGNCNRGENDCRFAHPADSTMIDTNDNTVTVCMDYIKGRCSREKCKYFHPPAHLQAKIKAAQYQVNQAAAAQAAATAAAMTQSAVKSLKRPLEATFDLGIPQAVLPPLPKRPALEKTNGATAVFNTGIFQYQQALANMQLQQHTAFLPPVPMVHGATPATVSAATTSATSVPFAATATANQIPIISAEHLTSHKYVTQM
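TR-FRET readout: Ex 340 nm, 665/545 nm emission ratio, normalized to buffer-only (basal) and MBNL1-(CUG)12 controls. Complex of MBNL1-His with Biotin-(CUG)12, compounds 92 nM–58 uM, incubated 60 min at room temperature.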
An asterisk follows results filed as active; ? = inconclusive; . = not tested or not shown; [ ] = remark or other dose. Unless noted, calls come from the whole dose curve; as a rule, active = well fitted curve in the direction sought with a large enough effect; inconclusive = small, poorly fitted or top-dose-only effect, or another doubt; inactive = no such curve, though single readings can be large; an effect the other way counts as inactive or inconclusive.

SMILES	GALK inhibitor	Menin-MLL TR inh	BCR signal inh	TSHR antagonist	Eya2 inh	S-ASM inh	USP2a inh	PKM2 act	Mito fusion yeast	KCNH2 WT inh	MBNL1 CUG block
Oc1c(Cl)cc(CN2CCCCC2)c2cccnc12	-1%	-15%	?	12	4%	.	-1%	.	1%	.	10%
O=C(NC1CCCCC1)c1ccc(CNc2nc(=S)[nH]c3ccccc23)cc1	14%	-9%	-9%	6	15%	2%	-1%	-15%	-3%	6	2%
NNC(=O)c1ccc(N2CCc3ccccc32)c([N+](=O)[O-])c1	13%	-7%	0%	-11	1%	-3%	1%	18%	16%	-1	?
COc1cc(C2CC(=O)NC3=C2C(=O)CC(C)(C)C3)ccc1O (configuration not stated)	1%	-12%	-12%	17	-10%	4%	3%	3%	-1%	2	0%
CN(C(=O)COC(=O)CNC(=O)CNC(=O)c1ccc(Cl)cc1Cl)c1ccccc1	-3%	5%	?	6	15%	5%	4%	1%	-6%	8	1%
Brc1ccc(C2=Nn3c(nnc3-c3cccnc3)SC2)s1	0%	-14%	?	-7	-15%	-2%	3%	0%	7%	-10	16%
N#CCN1CCN(CC(=O)Nc2ccc(OCc3ccccc3)cc2)CC1	3%	6%	-3%	-5	-4%	0%	2%	-4%	-5%	3	3%
O=P(O)(O)c1ccccc1OCCCCCOc1ccccc1P(=O)(O)O	-5%	9%	5%	1	-4%	-21%	-5%	-1%	0%	17	-19%
CCOC(=O)C1CCCN(S(=O)(=O)Cc2ccccc2Cl)C1 (configuration not stated)	8%	-7%	0%	16	-10%	2%	0%	0%[11.5 µM]	2%	-3	-6%
CCOC(=O)C1C(C#N)=C(N)OC(C)=C1c1ccncc1 (configuration not stated)	-2%	-7%	1%	-8	6%	4%	0%	-2%	-1%	-5	19%
COc1ccc(N2CCCn3c2nc2c3c(=O)n(Cc3ccccc3)c(=O)n2C)c(OC)c1	0%	3%	5%	-9	3%	0%	-5%	-4%	14%	-2	-13%
O=C(COc1ccc(Br)cc1)N1CCCCCC1	1%	4%[11.7 µM]	8%	-4	6%	-1%	2%	3%	-6%	-26	2%
CC1CCc2sc3c(c2C1)c(=O)n(CC(=O)O)c(=O)n3Cc1ccc(Cl)cc1 (configuration not stated)	0%	35%[activator]	1%	-12	14%	22%	-7%	.	4%	-2	-3%
O=C(Nc1ccc(Cl)cc1)Nc1ccc(N2CCOCC2)cc1	0%	28%	6%	5	-1%	0%	2%	-1%	-6%	6	-1%
CC(=O)Nc1ccc(S(=O)(=O)N2CCN(CC(=O)NC3CCCC3)CC2)cc1	3%	3%	-6%	1	7%	3%	2%	-5%	-2%	23	5%
CCOc1ccccc1OCCCOc1ccc([N+](=O)[O-])cc1Cl	-3%	1%	-10%	17	-3%	-6%	-6%	-23%	10%	8	-25%
Cc1ncn(-c2ccc(C(=O)Oc3ccccc3)cn2)n1	6%	-14%	0%	2	-9%	-1%	3%	-4%	-5%	-6	-5%
CS(=O)(=O)Nc1ccc2c(c1)nc1n2CCOC1	0%	12%	0%	-1	2%	4%	-1%	0%	2%	3	6%
CC1(C)CNC(=O)C=C(c2ccccc2)C1	-4%	.	-3%	-4	-21%	2%	1%	1%	0%	-3	-5%
CC(=O)Nc1ccc(C(=O)N2CCN(S(=O)(=O)c3ccc4c(c3)OCCCO4)CC2)cc1	.	.	-1%	5	-10%	-1%	-1%	.	2%	-7	.
COc1ccc(NC(=O)c2cc(SC)ccc2Cl)cc1	1%	20%	?	-6	-1%	-2%	2%	-5%	1%	-7	8%
COc1ccc(S(=O)(=O)Oc2ccc3c(c2)O/C(=C\c2cccnc2)C3=O)cc1	-1%	9%	0%	-4	-18%	-14%	3%	5%	-1%	-6	1%
COc1cc(C(=O)NNC2=CC(=O)CC(C)(C)C2)cc(OC)c1OC	0%	7%	?	0	-7%	8%	7%	4%	-1%	-26	6%
CCOC(=O)C1=C(C)OC(N)=C(C#N)C1c1cc2c(cc1[N+](=O)[O-])OCO2 (configuration not stated)	-3%	?	-15%	0	-2%	12%	1%	10%	-1%	-7	29%
O=C(NCc1ccccn1)C(=O)Nc1nc(-c2ccccc2)cs1	-1%	.	-1%	-10	15%	0%	1%	-3%	1%	-1	-1%
COc1ccc([C@H]2CC(=O)C=C(c3cccc(C(C)C)c3)C2)cc1	.	.	6%	17	8%	-4%	2%	.	15%	2	.
Cc1cc(C)nc(NC(=O)C(c2ccccc2)c2ccccc2)c1	3%	10%	?	7	-4%	-4%	-3%	-2%	?	7	3%
O=C(N/N=C/c1ccc(OCc2ccccc2)cc1)c1ccco1	0%	.	0%	-6	5%	1%	-1%	4%	-3%	-5	3%
COc1cc(C(CCN2CCCC(C)C2)c2c(OC)cc(OC)c3c(-c4ccccc4)cc(=O)oc23)cc(OC)c1OC (configuration not stated)	2%	-13%	-19%	-8	-10%	-9%	7%	1%	-18%	-29	5%
CCN(CC(=O)Nc1c(F)cccc1F)C(=O)COc1ccc2c(C)cc(=O)oc2c1	-3%	-5%	-5%	-1	-7%	99%[activator]	0%	0%	-1%	2	-3%

Structures from the list above that have bromine, in the order listed:
SMILES	GALK inhibitor	Menin-MLL TR inh	BCR signal inh	TSHR antagonist	Eya2 inh	S-ASM inh	USP2a inh	PKM2 act	Mito fusion yeast	KCNH2 WT inh	MBNL1 CUG block
Brc1ccc(C2=Nn3c(nnc3-c3cccnc3)SC2)s1	0%	-14%	?	-7	-15%	-2%	3%	0%	7%	-10	16%
O=C(COc1ccc(Br)cc1)N1CCCCCC1	1%	4%[11.7 µM]	8%	-4	6%	-1%	2%	3%	-6%	-26	2%

Further entries
SMILES	GALK inhibitor	Menin-MLL TR inh	BCR signal inh	TSHR antagonist	Eya2 inh	S-ASM inh	USP2a inh	PKM2 act	Mito fusion yeast	KCNH2 WT inh	MBNL1 CUG block
Cn1c(=O)c2ccccc2n(Cc2ccccc2F)c1=O	-1%	-10%	2%	0	0%	7%	-8%	-8%	3%	-19	-1%
CCN1C=C(Cc2ccc(F)cc2)C2=C(C1)C(c1ccc(F)cc1)C(C#N)=C(N)O2 (configuration not stated)	0%	?	?	-3	-28%	35%[activator]	2%	6%	-4%	2	14%
O=C(COC(=O)C1CCN(/C=C/C(=O)C(F)(F)F)CC1)Nc1cccc(F)c1	0%	3%	-9%	-2	4%	-1%	0%	10%	-1%	2	2%
Nn1c(SCC(=O)Nc2ccccc2)nnc(Cc2ccccc2)c1=O	.	.	8%	4	3%	-1%	0%	.	0%	15	.
CCCCc1ccc(NC(=O)CSc2nc(=O)n(CCN(C)C)c3c2CCC3)cc1	.	.	-7%	4	-30%	-3%	1%	.	-3%	22	.
COc1ccc(Cc2nnc(NS(=O)(=O)c3ccc(NC(C)=O)cc3)s2)cc1	0%	8%	?	2	4%	-1%	-1%	1%	-1%	-3	0%
Cc1cc2c(cc1C)N(Cc1ccccc1)C1=NCCCN12	-1%	.	17%	1	0%	-1%	-3%	-5%	-1%	0	.
Cn1c(Cc2ccccc2)nnc1SCC(=O)Nc1ccccc1N1CCOCC1	4%	4%	2%	-6	-2%	0%	2%	2%	-4%	-5	1%
O=C(Nc1ccc(F)cc1F)N1CCCC(c2nc(-c3ccc(F)cc3)no2)C1 (configuration not stated)	4%	9%	0%	-10	-2%	-2%	0%	1%	13%	-1	-3%
CC(C)CN(C(=O)CSc1nc2ccccc2c(=O)n1C)C1CCS(=O)(=O)C1 (configuration not stated)	.	.	-6%	69	16%	-2%	0%	.	-2%	-4	.

Only part of the results is shown; count on the stated rates, not on these rows.
